# GSK3beta inhib – human GSK3beta kinase inhibitors, primary screen, biochemical, cell-free homogeneous, HTS; 300,000 tested, 0.038% active; AID 2097, 2009; activity score (negative = inhibition), % at 10 µM; GST-GSK3beta kinase, ADP-Glo luminescence, 60 min; active compounds read low; Glycogen synthase kinase-3 beta (Homo sapiens), P49841;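 active = more than half of replicate wells score below -50%, meaning over 50% inhibition versus plate controls; inconclusive = some replicates but at most half score below -50%; inactive = no replicate scores below -50%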;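 also: 0% = median DMSO wells and -100% = median GW8510 positive control wells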
# Target sequence (P49841 whole entry, looked up): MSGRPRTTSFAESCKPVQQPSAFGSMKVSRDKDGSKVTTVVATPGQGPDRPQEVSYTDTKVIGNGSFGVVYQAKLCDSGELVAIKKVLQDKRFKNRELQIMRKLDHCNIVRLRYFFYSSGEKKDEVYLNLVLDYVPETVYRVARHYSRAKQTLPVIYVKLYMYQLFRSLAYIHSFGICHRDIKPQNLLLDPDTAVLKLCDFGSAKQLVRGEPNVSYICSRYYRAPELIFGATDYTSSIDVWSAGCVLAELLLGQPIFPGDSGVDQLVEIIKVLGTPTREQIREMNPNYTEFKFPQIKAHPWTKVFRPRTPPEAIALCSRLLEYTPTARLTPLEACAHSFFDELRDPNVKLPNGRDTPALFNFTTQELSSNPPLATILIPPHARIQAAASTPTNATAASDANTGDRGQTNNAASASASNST
#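 Assay system: GST-tagged human GSK3beta kinase, cell-free; Input: 1.6 ng GSK3beta; Medium: Tris/MgCl2 kinase buffer; Timing: 60 min enzyme reaction, room temperature; Signal: ADP-Glo luminescence quantifying ADP generated by kinase; Evaluation: score relative to plate controls; Benchmarks: DMSO neutral wells and GW8510 at 20 µM as positive.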
# KCNQ1 pot – potentiators or activators of KCNQ1 channel, primary screen, cell-based, thallium flux, high-throughput. CHO-K1 KCNQ1, thallium flux FluxOR fluorescence; active compounds read high. 310,000 tested, 0.35% active. AID 2648, 2010. B-score at 10 µM;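 active = fluorescence ratio B-score, a plate-corrected score, at least three library SD, with initial intensity B-score within 5 SD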
#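 assay system = CHO-K1 cells stably expressing KCNQ1 | medium = assay buffer, equal DMSO in all wells | timing = 37 °C overnight plating, 90-min dark dye load, 20-min compound pretreatment | measured by = kinetic FluxOR thallium fluorescence, 10-s 1-Hz baseline, 110-s post-stimulus read | measure = fluorescence change relative to baseline, converted to B score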
# KCNQ1 block – inhibitors of human KCNQ1 channel, primary screen, cell-based, thallium flux, high-throughput; 310,000 tested, 1.3% active; B-score at 10 µM; AID 2642, 2010; CHO-K1 KCNQ1, FluxOR thallium flux fluorescence; active compounds read high; Potassium voltage-gated channel subfamily KQT member 1 (Homo sapiens), P51787;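 active = compounds whose thallium flux B-score, printed positive for inhibition, exceeds three library SD while starting fluorescence stays within three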;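 also: channel opened by potassium depolarization with thallium stimulus after 20 min compound exposure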
# GSK3 alpha inh – blockers of GSK3A enzyme activity – biochemical, luminescence, cell-free homogeneous, HTS, primary screen; Glycogen synthase kinase-3 alpha (Homo sapiens), P49840; GSK-3 alpha kinase, ADP-Glo luminescence, 60 min; inhibition, % at 10 µM; 320,000 tested, 0.1% active; AID 2650, 2010;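 in the data active = inhibition above about 50%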;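 also: GST-tagged GSK-3 alpha with peptide substrate and 25 µM ATP; 0% = DMSO neutral wells and 100% = GW8510 positive control wells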
# DYRK1A inh – rat Dyrk1A kinase inhibitors, primary screen, biochemical, single point, plate reader; 310,000 tested, 0.43% active; inhibition, % at 12.5 µM; ADP-Glo luminescence, NFATc1 peptide; Dual specificity tyrosine-phosphorylation-regulated kinase 1A (Rattus norvegicus), Q63470; in the data active = inhibition above about 50%;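 also: plate controls were vehicle with enzyme for no effect and no enzyme for full effect; many of its hits are not listed in these tables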
# PolyA inh – polyadenylation inhibitors in yeast reporter cells, primary screen, luminescence, S. cerevisiae. S. cerevisiae SKY197-pL101 polyadenylation reporter, beta-gal luminescence; efflux-impaired pdr1/pdr3 knockout yeast; score 100 = 6 SD above DMSO. AID 1875, 2009. 300,000 tested, 0.02% active. calls only at 12 µM;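 active = lowest replicate activity score at least 50, where 100 means six control SD above control mean; inconclusive = lowest score under 50 but half or more replicates reach 50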;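 also: yeast exposed to compound for 9 h at 30 °C; higher score means more reporter readthrough which indicates perturbed polyadenylation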
# KCNK3 inh – human KCNK3 channel inhibitors, primary screen, CHO cells, FluxOR thallium flux, B-score; 340,000 tested, 0.84% active; B-score at 10 µM; FluxOR fluorescence; active compounds read low;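 active = B-score under library mean minus 4 SD, starting fluorescence ratio at most library mean plus 5 SD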;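 also: more negative B-score means stronger inhibition of thallium flux through KCNK3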
# RGS4 pot – RGS4 potentiators or activators, primary screen, cell-based, HEK293 M3R inducible RGS4, calcium flux. carbachol calcium flux Fluo4; active compounds read low. B-score at 10 µM. 310,000 tested, 0.92% active. AID 463111, 2010;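 active = B-score of the integrated calcium signal more than 4 SD below the library mean, with starting fluorescence not abnormally high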;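 also: negative B-score means reduced calcium response which marks RGS4 activation or potentiation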
#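 Detection: kinetic calcium fluorescence imaging with Fluo4-AM dye, 2 µM / Material: HEK293 cells with stable M3R and inducible RGS4 / Schedule: recording 10 s baseline at 1 Hz, 100 s post-agonist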
# hERG protect – hERG rescue from dofetilide block, primary screen, cell-based, CHO-hERG, FluxOR thallium flux, dofetilide IC70; dofetilide IC70 present; Voltage-gated inwardly rectifying potassium channel KCNH2 (Homo sapiens), Q12809; AID 1511, 2009; 310,000 tested, 0.51% active; activation (rescue from dofetilide block), less the hit threshold, % at 10 µM;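 active = activation above the mean of controls blocked by dofetilide plus 5 SD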;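 also: thallium influx through hERG after potassium depolarization seen as dye fluorescence rise; in these data hits start at about 4.7%; inactives centre near -7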
# KCNK9 block – KCNK9 potassium channel inhibitors, primary screen, HEK293 cells, thallium flux. AID 488922, 2010. Potassium channel subfamily K member 9 (Homo sapiens), Q9NPC2. FluxOR thallium flux fluorescence; active compounds read low. 310,000 tested, 1.2% active. B-score at 10 µM;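 active = ratio B-score over 3 SD below the library mean, with starting fluorescence within 5 SD of its mean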;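 also: negative B-score means less thallium flux so channel inhibition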
# Target sequence (Q9NPC2 whole entry, looked up): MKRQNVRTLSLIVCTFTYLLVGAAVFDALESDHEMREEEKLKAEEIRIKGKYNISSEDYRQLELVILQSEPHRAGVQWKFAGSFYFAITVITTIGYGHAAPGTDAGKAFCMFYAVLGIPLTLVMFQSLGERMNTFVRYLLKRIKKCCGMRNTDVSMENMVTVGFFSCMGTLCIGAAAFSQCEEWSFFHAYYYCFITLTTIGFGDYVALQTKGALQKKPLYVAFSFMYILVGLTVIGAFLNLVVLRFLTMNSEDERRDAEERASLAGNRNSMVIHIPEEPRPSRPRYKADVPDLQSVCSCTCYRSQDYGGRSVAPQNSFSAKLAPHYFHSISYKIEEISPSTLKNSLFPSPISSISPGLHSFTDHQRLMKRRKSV
# HDAC3 inh – HDAC3 deacetylase inhibitors, primary screen, biochemical, fluorescence, cell-free homogeneous; inhibition, % at 8.3 µM; recombinant HDAC3, fluorogenic peptide/trypsin coupled; Histone deacetylase 3 (Homo sapiens), O15379; 320,000 tested, 0.15% active; in the data active = inhibition above about 26%, passing the limit was not always enough; inconclusive = no clear call, values can overlap the other calls
# Starred values were filed as active, the others as inactive; i = inactive; ? = inconclusive; · = not tested or not shown. Not all compounds are listed; the hit share may differ from the screen's.
SMILES	GSK3beta inhib	KCNQ1 pot	KCNQ1 block	GSK3 alpha inh	DYRK1A inh	PolyA inh	KCNK3 inh	RGS4 pot	hERG protect	KCNK9 block	HDAC3 inh
Cc1ccc(C2(O)CN3CCC2CC3)cc1 (centres undefined)	0	i	i	0	0	i	i	i	-6	i	1
Cc1[nH]c2ccccc2c1CCCNC1CCCCC1	-2	i	i	0	16	i	i	i	-9	i	2
Cc1ccc(S(=O)(=O)N2CC3CC(C2)c2cccc(=O)n2C3)cc1 (centres undefined)	3	i	i	-1	0	i	i	i	1	i	-1
CC1(C)CSC(=NCc2ccccc2)N1	1	7*	i	-1	1	i	i	i	-6	i	-6
CCCOP(=O)(OCCC)C(NC(=O)c1cc(OC)c(OC)c(OC)c1)c1ccccc1 (centres undefined)	-1	i	i	-1	-3	i	i	i	-6	i	3
COCCNC(=O)Cn1cc(/C=C2\C(=O)NC(=O)N(c3cccc(C)c3C)C2=O)c2ccccc21	-2	i	i	-2	-3	i	i	i	-5	i	2
CCN(CC)c1ccc(/C=C2/C(=O)NC(=O)N(Cc3ccco3)C2=O)cc1	2	i	i	-1	7	i	i	i	-6	i	5
COc1cc(CNCCc2ccc3c(c2)OCO3)cc(OC)c1OC	-1	i	i	·	-8	i	i	i	-13	i	·
Cc1ccc(N2C(=O)NC(=O)C(CCc3ccccn3)(Cc3cccc(Cl)c3Cl)C2=O)cc1 (centres undefined)	4	i	i	1	8	i	i	i	-11	i	1
CC[C@H](C)/C=C(C)/C=C/C1=CC2=C(Cl)C(=O)[C@@](C)(OC(C)=O)C(=O)C2=CO1	0	i	i	-1	9	i	i	i	-18	i	7
C=CCN1C(=O)C2(C(C(=O)OCC)=C(N)Oc3ccccc32)C2=C1CCCC2=O (centres undefined)	2	i	i	-1	3	i	i	i	-7	i	0
CCOc1cc(C)cc2oc(=O)c3c(c12)CCCC3	0	i	i	-3	-1	i	i	i	-2	i	2
CCCC[N+]12CCC(CC1)C(C(=O)c1cccs1)C2 (centres undefined)	-2	i	i	1	1	i	i	i	-6	i	1
O=C1NC(=O)C(CCc2ccccn2)(Cc2ccc3c(c2)OCO3)C(=O)N1CCc1ccccc1 (centres undefined)	0	i	i	-1	-4	i	i	i	-6	i	0
C[C@H](NC(=O)CCC(=O)N1C[C@H]2C[C@H](C1)c1cccc(=O)n1C2)c1ccccc1	-2	i	i	5	7	i	i	i	-3	i	8
Cc1ccc(C)c(Cn2c(C(=O)O)c(C=O)c3ccccc32)c1	5	i	i	-3	6	i	i	i	-2	i	1
CN1CC(C(=O)c2ccc([N+](=O)[O-])cc2)C(c2ccc(Cl)cc2)C1 (centres undefined)	0	i	i	-2	-4	i	i	i	-14	i	0
CCN(CC)C(=O)c1ccc(NC(=O)c2cc(-n3cnnc3)ccc2Cl)cc1	-1	i	i	1	12	i	i	i	-12	i	-6
COc1cc(C(=O)NC(=S)N2C[C@H]3C[C@H](C2)c2cccc(=O)n2C3)cc(OC)c1OC	-4	i	i	-3	4	i	i	i	-5	i	1
Cc1cccc(-n2c(/C=C/c3ccccn3)nc3ccccc3c2=O)c1	-2	i	i	-2	-5	i	i	i	-2	i	-3
CN1CCCN(C(=O)COc2ccc(Br)cc2)CC1	-1	i	i	0	0	i	i	i	-5	i	-4
CC(=O)NC1CC2CCCC(C1)N2 (centres undefined)	-3	i	i	1	-6	i	i	i	-15	i	1
Cc1ccc(C)c(NC(=S)NCCc2cnc[nH]2)c1	1	i	i	-4	·	i	i	i	-8	i	-3
CCCCOP(=O)(OCCCC)/C(C#N)=C(/C)O	-2	i	i	-1	1	i	i	i	-4	i	8
CC1(C)CN(S(=O)(=O)OCC(Cl)(Cl)Cl)C(=O)N1	1	i	i	4	6	i	i	i	-3	i	-1
CC(=O)NN1C(=O)c2ccccc2NC1c1cccnc1 (centres undefined)	1	i	i	-3	7	i	i	i	-13	i	-3
CCc1nc2ccccc2c(=O)n1-c1cccc(OC)c1	1	i	i	2	6	i	i	i	3	i	-2
Cc1c(N=Nc2c(O)[nH]c(=O)[nH]c2=O)c(=O)n(-c2ccccc2)n1C	0	i	i	1	-11	i	i	i	-10	i	8
COC(=O)C(O)(c1ccc(NC(=O)Oc2ccccc2)cc1)C(F)(F)F (centres undefined)	1	i	i	3	-4	i	i	i	-8	i	3
NCC(O)c1ccc(O)cc1 (centres undefined)	3	i	i	0	9	i	i	i	-9	i	-5
Cn1c(O)c(C(c2ccncc2)c2c(O)n(C)c(=S)n(C)c2=O)c(=O)n(C)c1=S	2	i	i	7	4	i	i	i	-12	i	-1
COc1cccc(NP(=O)(Oc2ccccc2Cl)Oc2ccccc2Cl)c1	1	i	i	·	6	i	i	i	-2	-10*	·
Cc1ccc(-c2nc3ccccc3c(=O)n2-c2ccc(O)cc2)cc1	-2	i	i	-3	-1	i	i	i	-11	i	-1
COP(=O)(OC)C(Nc1ccccc1)c1ccccc1 (centres undefined)	-2	i	i	-1	3	i	i	i	-4	i	2
O=C(CCc1nnc2ccc(NCc3ccccc3)nn12)N1CCC2(CC1)OCCO2	-2	i	i	0	-5	i	i	i	-9	i	-6
CCOC(=O)CSc1ccc(C(=O)N2CCC3(CC2)OCCO3)cc1[N+](=O)[O-]	-4	i	i	5	0	i	i	i	-4	i	-1
c1ccc2c(c1)CSc1ccccc1C2C1=NCCN1 (centres undefined)	3	i	i	-2	-6	i	i	i	-9	i	-1
COc1ccc(C(=O)OC2C[C@H]3CC[C@@H](C2)N3O)cc1OC (some centres undefined)	0	i	i	-1	-1	i	i	i	-9	i	-12
O=C(O)CSC(=S)N1CC2CC(C1)c1cccc(=O)n1C2 (centres undefined)	3	i	i	-2	2	i	i	i	-6	i	?
COc1cc2occc2c2oc(=O)ccc12	1	i	i	1	20	i	i	i	-10	i	-3
O=C(c1cc(-c2ccc(Cl)cc2)n(-c2ccc(Cl)cc2Cl)n1)N1CCOCC1	-3	i	i	-2	7	i	i	i	-14	i	4
CN(C)CCCN=Cc1c(O)n(CCc2ccccc2)c(=O)[nH]c1=O	-2	i	i	10	1	i	i	i	-10	i	-6
COc1cc2nc(CN3CC=C(c4ccccc4)CC3)[nH]c(=O)c2cc1OC	0	i	i	17	1	i	i	i	-7	i	5
COc1cccc(C2CCN(CC(=O)Nc3cc(Cl)ccc3OC)CC2O)c1 (centres undefined)	0	i	i	-1	-3	i	i	i	-10	i	-1
CC1(C)CN2C(c3ccc(Cl)cc3)N2C1 (centres undefined)	2	i	i	-6	4	i	i	i	-5	i	-13

# Structures listed so far with an NH in an aromatic ring (5):
SMILES	GSK3beta inhib	KCNQ1 pot	KCNQ1 block	GSK3 alpha inh	DYRK1A inh	PolyA inh	KCNK3 inh	RGS4 pot	hERG protect	KCNK9 block	HDAC3 inh
Cc1[nH]c2ccccc2c1CCCNC1CCCCC1	-2	i	i	0	16	i	i	i	-9	i	2
Cc1ccc(C)c(NC(=S)NCCc2cnc[nH]2)c1	1	i	i	-4	·	i	i	i	-8	i	-3
Cc1c(N=Nc2c(O)[nH]c(=O)[nH]c2=O)c(=O)n(-c2ccccc2)n1C	0	i	i	1	-11	i	i	i	-10	i	8
CN(C)CCCN=Cc1c(O)n(CCc2ccccc2)c(=O)[nH]c1=O	-2	i	i	10	1	i	i	i	-10	i	-6
COc1cc2nc(CN3CC=C(c4ccccc4)CC3)[nH]c(=O)c2cc1OC	0	i	i	17	1	i	i	i	-7	i	5

# Other results
SMILES	GSK3beta inhib	KCNQ1 pot	KCNQ1 block	GSK3 alpha inh	DYRK1A inh	PolyA inh	KCNK3 inh	RGS4 pot	hERG protect	KCNK9 block	HDAC3 inh
CCC(=NCCCO)c1c(O)n(-c2ccc(OC)cc2)c(=O)[nH]c1=O	-2	i	i	5	-5	i	i	i	-1	i	1
COC(=O)c1cccc(N=Cc2c(O)n(Cc3ccc(F)cc3)c(=O)[nH]c2=O)c1	1	i	i	-1	·	i	i	i	-11	i	-7
COC(=O)C1=C(c2cc3ccccc3s2)C[C@@H]2CC[C@H]1N2C(=O)NCc1ccc(F)cc1	-1	i	i	-1	5	i	i	i	-14	i	1
C[N+]1(C)CCOC(O)(c2ccc(-c3ccc(C4(O)C[N+](C)(C)CCO4)cc3)cc2)C1 (centres undefined)	1	i	i	-4	1	i	i	i	-1	i	-3
Cc1ccc(C2(O)CCN3CCCCC32)cc1 (centres undefined)	1	i	i	0	-5	i	i	i	-4	i	7
Cc1ccc(-n2c(O)c(/C=N/c3ncc(Br)cc3Br)c(=O)[nH]c2=O)cc1	1	i	i	1	-4	i	i	i	-9	i	-1
C=CCN1C(=O)NC(=O)/C(=C/c2ccoc2)C1=O	-5	i	i	-4	2	i	i	i	-5	i	-18
CCOc1cc(C(=O)N2CCC3(CC2)OCCO3)cc(OCC)c1OCC	-1	i	i	-1	-1	i	i	i	-13	i	6
CN1CCC2(O)OCCCC2C1 (centres undefined)	-4	i	i	-5	0	i	i	i	-1	i	-5

# Source: PubChem
